PAFAH1B3 FP inh: PAFAH1B3 (human) inhibition | recombinant PAFAH1B3, FP-rhodamine probe, fluorescence polarization | inhibition, % at 3.39 µM | 340,000 compounds, 0.28% hits | AID 492972;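 active means inhibition above the screen-wide average of all tested compounds plus 3 SD, cut at about 25% in these data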;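 further: 0% = enzyme with DMSO only and 100% = wells lacking PAFAH1B3 protein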
PAFAH2 inh: PAFAH2 (human) inhibition | recombinant PAFAH2, FP-rhodamine activity probe, fluorescence polarization | inhibition, % at 3.39 µM | 340,000 compounds, 0.99% hits | AID 492956;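 active means inhibition above the mean over all tested compounds plus 3 SD, cut at about 30% in these data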;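 further: inhibitors block probe labeling of enzyme so polarization drops; 0% = enzyme with DMSO and 100% = wells lacking PAFAH2 protein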
PAD4 FP inh: blocks human protein arginine deiminase 4 | Q9UM07 | recombinant PAD4, RCA probe fluorescence polarization | inhibition, % at 6.36 µM | 330,000 compounds, 0.41% hits;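 active means percent inhibition above a cutoff equal to the mean of all tested compounds plus 3 SD, cut at about 15% in these data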;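 further: 0% = PAD4 with RCA probe and DMSO and 100% = probe without PAD4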
GSTO1 inh: blocks human GSTO1 in RBBP9 counter-screen. P78417. recombinant GSTO1, activity-based probe fluorescence polarization. inhibition, % at 5.96 µM. 300,000 compounds, 1.1% hits. AID 1974;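 active means inhibition above the campaign mean inhibition plus 3 SD, cut at about 35% in these data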;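 further: 0% = GSTO1-1 with DMSO and 100% = wells lacking GSTO1-1 enzyme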
PREPL inh: inhibits the human prolyl oligopeptidase-like enzyme | recombinant PREPL, fluorescence polarization activity-based probe | Q4J6C6 | 320,000 compounds, 0.68% hits | inhibition, % at 5.96 µM; in the data active means inhibition above about 43%;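 further: 0% = enzyme with DMSO and 100% = wells lacking enzyme; many of its hits are not listed in these tables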
LYPLA1 counter: blocks human lysophospholipase 1, a PME1 counter-screen; O75608; recombinant LYPLA1, FP-Rh probe fluorescence polarization; inhibition, % at 5.9 µM; 320,000 compounds, 0.16% hits;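 active means inhibition above the mean of all tested compounds plus 3 SD, set per campaign, cut at about 14% in these data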;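 further: inhibitors block serine hydrolase probe labeling of LYPLA1 so polarization falls; 0% = enzyme with DMSO and 100% = wells lacking LYPLA1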
PAFAH1B2 inh: blocks human PAF acetylhydrolase 1b catalytic subunit 2. recombinant PAFAH1B2, FP-rhodamine activity probe, fluorescence polarization. inhibition, % at 3.39 µM. 340,000 compounds, 1.2% hits. AID 492953;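 active means inhibition above the mean of all tested compounds plus 3 SD, cut at about 24% in these data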;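 further: 0% = enzyme with DMSO and 100% = wells lacking PAFAH1B2; many of its hits are not listed in these tables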
pPAFAH FP inh: inhibitors of human plasma PAF acetylhydrolase (pPAFAH). Q13093. recombinant pPAFAH, FP-rhodamine probe fluorescence polarization. inhibition, % at 3.39 µM. 330,000 compounds, 1.5% hits. AID 463082;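 active means inhibition above the mean inhibition across the screen plus 3 SD, cut at about 25% in these data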;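 further: inhibitors block binding of the rhodamine activity-based probe so polarization drops; 0% = enzyme with DMSO and 100% = wells lacking pPAFAH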
Target sequence (Q13093 whole entry, looked up): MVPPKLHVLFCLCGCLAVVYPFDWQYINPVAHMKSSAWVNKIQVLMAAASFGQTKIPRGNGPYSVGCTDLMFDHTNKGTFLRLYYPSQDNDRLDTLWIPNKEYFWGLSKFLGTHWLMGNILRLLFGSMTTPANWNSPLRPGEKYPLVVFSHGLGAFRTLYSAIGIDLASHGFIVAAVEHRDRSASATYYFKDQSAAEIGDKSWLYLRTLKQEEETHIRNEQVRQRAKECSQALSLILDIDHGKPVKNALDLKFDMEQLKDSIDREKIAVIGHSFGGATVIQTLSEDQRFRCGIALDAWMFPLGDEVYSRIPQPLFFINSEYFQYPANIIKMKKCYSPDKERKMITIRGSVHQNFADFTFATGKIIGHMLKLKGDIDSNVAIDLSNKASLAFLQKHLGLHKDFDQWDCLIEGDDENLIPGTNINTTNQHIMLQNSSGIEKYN
LYPLA2 inh: blocks human lysophospholipase 2, a PME1 counter-screen; recombinant LYPLA2, FP-Rh probe fluorescence polarization; 320,000 compounds, 0.38% hits; inhibition, % at 5.9 µM; O95372; AID 2177;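 active means inhibition above the screen-wide mean plus 3 SD, limit set per campaign, cut at about 26% in these data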;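 further: 0% = LYPLA2 with DMSO and 100% = wells lacking LYPLA2 enzyme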
Target sequence (O95372 whole entry, looked up): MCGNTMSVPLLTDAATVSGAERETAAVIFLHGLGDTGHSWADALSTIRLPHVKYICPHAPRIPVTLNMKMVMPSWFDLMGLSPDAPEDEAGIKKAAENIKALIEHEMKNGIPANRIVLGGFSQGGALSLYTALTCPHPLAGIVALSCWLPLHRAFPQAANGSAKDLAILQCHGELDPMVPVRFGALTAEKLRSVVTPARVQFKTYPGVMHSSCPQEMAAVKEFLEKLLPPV
Numbers without * were called inactive; · = no result given. The list is partial; count on the stated rates, not on these rows.

SMILES	PAFAH1B3 FP inh	PAFAH2 inh	PAD4 FP inh	GSTO1 inh	PREPL inh	LYPLA1 counter	PAFAH1B2 inh	pPAFAH FP inh	LYPLA2 inh
O=C(NCCOc1ccc(Cl)cc1)c1ccc2ccccc2n1	-1	3	0	0	-57	-9	1	1	-5
CC(c1ccon1)N(C)Cc1c(C(=O)N(C)Cc2ccccc2)nc2ccccn12 (configuration not stated)	5	1	-4	7	-4	1	7	1	7
COC(=O)CSc1nc2sc(C)c(C)c2c(=O)n1C	4	-9	0	5	-11	3	4	6	4
Cc1cccc(-c2nnc(SCC3CNC(=O)O3)n2-c2ccc(Cl)cc2)c1 (configuration not stated)	14	3	-6	3	1	-1	12	6	6
Cc1ccc2c(c1)C(c1ccc(F)cc1)N(C(=O)c1ccc(S(=O)(=O)N(C)C)cc1)CC(=O)N2 (configuration not stated)	-5	2	-2	-4	7	-3	1	-1	-3
CS(=O)(=O)c1ccc(C(=O)OCC(=O)N(CCc2ccccc2)Cc2ccccc2)cc1	3	6	0	1	-3	-1	6	0	6
O=C(Nc1cccc(-c2csc(Nc3ccccc3)n2)c1)c1cc([N+](=O)[O-])cc(C(F)(F)F)c1	27*	-14	1	-5	6	-16	28*	30*	-5
CN(C)C(=O)c1ccc(NC(=O)COC(=O)/C=C/c2cccs2)cc1	-8	-1	-3	6	-23	-3	-9	-4	2
O=C(NCc1nc2ccccc2[nH]1)C1=C[C@@H](C2CC2)C[C@@H](OCc2ccc(CO)cc2)O1	-10	7	-7	-6	-1	0	-2	5	-3
COc1ccc(Br)cc1C(=O)Nc1ccc(N2CCN(S(C)(=O)=O)CC2)cc1	8	-1	-5	4	24	0	0	4	5

7 entries from above, ordered by SMILES length, rising:
SMILES	PAFAH1B3 FP inh	PAFAH2 inh	PAD4 FP inh	GSTO1 inh	PREPL inh	LYPLA1 counter	PAFAH1B2 inh	pPAFAH FP inh	LYPLA2 inh
O=C(NCCOc1ccc(Cl)cc1)c1ccc2ccccc2n1	-1	3	0	0	-57	-9	1	1	-5
CN(C)C(=O)c1ccc(NC(=O)COC(=O)/C=C/c2cccs2)cc1	-8	-1	-3	6	-23	-3	-9	-4	2
CC(c1ccon1)N(C)Cc1c(C(=O)N(C)Cc2ccccc2)nc2ccccn12 (configuration not stated)	5	1	-4	7	-4	1	7	1	7
CS(=O)(=O)c1ccc(C(=O)OCC(=O)N(CCc2ccccc2)Cc2ccccc2)cc1	3	6	0	1	-3	-1	6	0	6
O=C(NCc1nc2ccccc2[nH]1)C1=C[C@@H](C2CC2)C[C@@H](OCc2ccc(CO)cc2)O1	-10	7	-7	-6	-1	0	-2	5	-3
Cc1ccc2c(c1)C(c1ccc(F)cc1)N(C(=O)c1ccc(S(=O)(=O)N(C)C)cc1)CC(=O)N2 (configuration not stated)	-5	2	-2	-4	7	-3	1	-1	-3
O=C(Nc1cccc(-c2csc(Nc3ccccc3)n2)c1)c1cc([N+](=O)[O-])cc(C(F)(F)F)c1	27*	-14	1	-5	6	-16	28*	30*	-5

(listing goes on)
SMILES	PAFAH1B3 FP inh	PAFAH2 inh	PAD4 FP inh	GSTO1 inh	PREPL inh	LYPLA1 counter	PAFAH1B2 inh	pPAFAH FP inh	LYPLA2 inh
O=C(Nc1ccc(F)cc1F)Nc1ccc(F)cc1F	4	1	1	15	-9	-2	4	1	1
Cc1ccccc1NC(=O)Cc1nc(COC(=O)c2cc([N+](=O)[O-])ccc2NCCO)cs1	2	2	2	-6	9	-4	6	9	7
c1ccc(-n2nnnc2SCCCSc2nc3ccccc3s2)cc1	-7	7	2	-4	-28	-7	-1	-1	-2
CCOC(=O)C1=CN(Cc2cccc(-c3ccc(F)cc3)c2)S(=O)(=O)N(C)C1C (configuration not stated)	5	-1	0	·	·	·	0	0	·
O=C(c1nn(-c2ccccc2)c(=O)c2ccccc12)N1CCN(c2ccccn2)CC1	4	8	-7	2	-2	1	-1	3	0
Cc1cccc(C(=O)NC2=NCCS2)c1	-1	2	-7	0	1	-2	-3	-1	-14
O=C(Nc1ccccc1)c1nc[nH]c1C(=O)NCCN(CCNC(=O)c1[nH]cnc1C(=O)Nc1ccccc1)CCNC(=O)c1[nH]cnc1C(=O)Nc1ccccc1	-15	-46	1	·	-86	·	-16	-11	·
COc1ccc(CCC(C)Nc2cccc(F)c2)cc1 (configuration not stated)	5	3	-5	4	6	0	5	7	0
NC(=O)CSc1nc2ccccc2c(=O)n1Cc1ccco1	10	0	0	5	11	3	-1	-5	7
COc1ccc(CCN=Cc2c(C)[nH]n(-c3ccc([N+](=O)[O-])cc3)c2=O)cc1OC	10	-1	2	3	-1	-1	7	2	-3
Cc1cccc(NC(=O)CN(C)C(=O)c2ccc(N3CCCCCC3)c([N+](=O)[O-])c2)c1C	5	-6	-1	·	18	·	6	5	·
COc1ccccc1N1CCN(C(=O)c2sc3nc(C)nc(N4CCN(c5ccccn5)CC4)c3c2C)CC1	-3	2	-3	1	18	1	-5	10	-1
CCCCC(=O)Nc1cc(OCC)c(NC(=S)NC)cc1OCC	7	0	-6	-2	-9	-2	2	-5	-14
COc1ccc(Cl)cc1C(=O)n1nc(C)cc1C	2	0	0	-3	0	-2	3	0	-4
Cc1cc(Cn2nc(-c3ccccc3)cc2C(=O)NCc2cccc(C(F)(F)F)c2)on1	-12	-21	1	-52	1	-34	-1	-24	-77
COc1ccc(NC(=O)c2ccc(NC3=NC4CS(=O)(=O)CC4S3)cc2)cc1 (configuration not stated)	7	-5	0	5	-10	1	3	4	-3
Cc1ccc2oc(C(=O)N3CCN(C)C[C@@H]3C(C)C)c(C)c2c1	9	3	2	10	17	4	-1	-3	5
COc1ccc(Oc2coc3cc(OC(=O)/C=C/c4ccccc4)ccc3c2=O)cc1	1	-2	-3	3	28	4	-5	4	12

Three compounds out of the list above, ordered by the value under PAFAH2 inh, low to high.
canonical_smiles | PAFAH2 inh
COc1ccc(NC(=O)c2ccc(NC3=NC4CS(=O)(=O)CC4S3)cc2)cc1 (configuration not stated) | -5
COc1ccc(Oc2coc3cc(OC(=O)/C=C/c4ccccc4)ccc3c2=O)cc1 | -2
CCCCC(=O)Nc1cc(OCC)c(NC(=S)NC)cc1OCC | 0

Quoted from the listing:
`Cc1cccc(NC(=O)CN(C)C(=O)c2ccc(N3CCCCCC3)c([N+](=O)[O-])c2)c1C` in PAFAH1B2 inh is entered as 6
`COc1ccc(Oc2coc3cc(OC(=O)/C=C/c4ccccc4)ccc3c2=O)cc1` in PREPL inh is entered as 28
`COc1ccc(NC(=O)c2ccc(NC3=NC4CS(=O)(=O)CC4S3)cc2)cc1` (configuration not stated) in PAFAH2 inh is entered as -5

Screening data: PubChem, The Scripps Research Institute Molecular Screening Center
